EBNA-1 inh: EBNA-1 DNA-binding inhibitors, primary screen, biochemical, fluorescence polarization; AID 1950, 2009; inhibition, % at 14.8 µM; actives 0.34% (n = 300,000); in the data active means inhibition above about 28%
CR mimetic SO: reduction of superoxide in aged yeast, primary screen, HTS. S. cerevisiae aged cells, superoxide DHE fluorescence; stronger effect = lower value. superoxide response (% of plate mean), % at 10 µM. actives 0.18% (n = 330,000). AID 2690, 2010;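 active means superoxide response under a set limit, about three screen SD below normal, cut at about 65% in these data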;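 further: yeast aged for seven days with compound at 30 °C before DHE staining; 100% = average MFI of all compound-treated wells on the plate with controls excluded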
ZTA DNA inh: counter-screen for EBNA-1 inhibitors: inhibitors of Epstein-Barr virus ZTA | P03206 | ZTA-DNA binding, fluorescence polarization | inhibition, % at 11 µM | actives 0.15% (n = 320,000) | AID 2234; in the data active means inhibition above about 33%
Target sequence (P03206 whole entry, looked up): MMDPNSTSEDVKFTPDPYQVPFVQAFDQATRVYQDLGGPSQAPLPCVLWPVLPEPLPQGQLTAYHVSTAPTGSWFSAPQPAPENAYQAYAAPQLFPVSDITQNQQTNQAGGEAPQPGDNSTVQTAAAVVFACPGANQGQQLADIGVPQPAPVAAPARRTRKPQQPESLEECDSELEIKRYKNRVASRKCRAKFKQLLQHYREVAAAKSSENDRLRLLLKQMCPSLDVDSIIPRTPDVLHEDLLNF
PP1 counter: PP1-alpha phosphatase inhibitors, primary screen, counter-screen for PP5 inhibitor project, biochemical, fluorescence, OMFP substrate, single point; actives 0.9% (n = 320,000); inhibition, % at 6.7 µM; AID 2235, 2010; Serine/threonine-protein phosphatase PP1-alpha catalytic subunit (Homo sapiens), P62136; purified PP1alpha;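 active means inhibition above the mean inhibition of all tested compounds plus 3 SD, computed separately for each screening campaign, cut at about 15% in these data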
Target sequence (P62136 whole entry, looked up): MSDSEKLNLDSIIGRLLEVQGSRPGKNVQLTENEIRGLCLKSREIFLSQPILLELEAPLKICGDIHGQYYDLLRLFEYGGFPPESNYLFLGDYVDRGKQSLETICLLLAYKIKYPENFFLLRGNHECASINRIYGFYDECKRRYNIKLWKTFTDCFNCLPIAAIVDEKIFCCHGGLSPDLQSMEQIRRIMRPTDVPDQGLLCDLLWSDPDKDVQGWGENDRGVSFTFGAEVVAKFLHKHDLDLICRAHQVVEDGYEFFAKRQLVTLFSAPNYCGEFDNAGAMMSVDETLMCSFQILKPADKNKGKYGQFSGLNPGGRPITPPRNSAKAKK
TPT1 inh: Candida albicans TPT1 enzyme inhibitors, primary screen, biochemical, fluorescence polarization. tRNA 2'-phosphotransferase TPT1 (Candida albicans SC5314). recombinant caTPT1, FP RNA substrate dephosphorylation. inhibition, % at 5 µM. actives 0.81% (n = 300,000). AID 1962, 2009;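 active means inhibition above the mean of all tested compounds plus 3 SD, set per screening campaign, cut at about 24% in these data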;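 further: plate controls were DMSO alone for no effect and ferristatin control at 100 nM for full effect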
HCV core dimer: inhibitors of HCV core protein dimerization, primary screen, biochemical, TR-FRET, high-throughput; TR-FRET GST/Flag-core106 dimerization, 1536-well; inhibition, % at 5 µM; actives 0.33% (n = 300,000); AID 1899, 2009;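 active means inhibition above the mean of all tested compounds plus 3 SD, set per screening campaign, cut at about 45% in these data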
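assay system = GST-tagged and Flag-tagged HCV core protein residues 1-106 | controls = unlabelled core106 and no-GST-core106 wells | incubation = compound-protein-antibody incubation 4 h at 22.5 °C | probe or stimulus = Eu donor and XL665 acceptor anti-tag antibodies | read-out = % inhibition based on acceptor/donor emission ratio | signal = TR-FRET 671 and 617 nm emission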
PP5 primary: PP5 phosphatase inhibitors, primary screen, biochemical, fluorescence; purified PP5c, OMFP substrate fluorescence; inhibition, % at 6.7 µM; Serine/threonine-protein phosphatase 5 (Homo sapiens), P53041; AID 1987, 2009; actives 0.18% (n = 320,000);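 active means inhibition above the campaign's mean inhibition across all tested compounds plus 3 SD, cut at about 9.5% in these data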;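 further: 0% = DMSO only and 100% = 100 µM cantharidin control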
JMJD2C inh: inhibitors of GASC-1 histone demethylase, primary screen, biochemical, fluorescence, DELFIA europium. Lysine-specific demethylase 4C (Homo sapiens), Q9H3R0. GST-JMJD2C(1-420) H3K9me3 demethylation. inhibition, % at 2.35 µM. actives 0.069% (n = 330,000). AID 2099, 2009;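 active means more than half of a compound's replicate wells show inhibition beyond 50%, single wells judged on their own value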;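 further: signal counts dimethyl H3K9 product captured on neutravidin plate; 0% = median of DMSO wells and 100% = 0.3 times that DMSO median; strong numbers were not always called active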
Target sequence (Q9H3R0 1-420 limits assumed): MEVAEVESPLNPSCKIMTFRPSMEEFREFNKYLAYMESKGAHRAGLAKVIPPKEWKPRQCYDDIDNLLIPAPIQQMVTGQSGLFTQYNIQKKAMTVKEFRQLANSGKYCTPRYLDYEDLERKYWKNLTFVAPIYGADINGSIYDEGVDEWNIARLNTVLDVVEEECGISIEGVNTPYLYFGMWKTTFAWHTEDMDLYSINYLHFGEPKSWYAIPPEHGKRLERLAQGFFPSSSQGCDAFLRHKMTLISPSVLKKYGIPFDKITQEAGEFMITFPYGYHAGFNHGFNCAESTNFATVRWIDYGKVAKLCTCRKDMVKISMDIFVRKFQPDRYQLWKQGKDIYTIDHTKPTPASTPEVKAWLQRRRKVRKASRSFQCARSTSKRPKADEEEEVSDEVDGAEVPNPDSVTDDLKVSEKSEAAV
Fh CTSL1 inh: Fasciola hepatica cathepsin L1 inhibitors, primary screen, counter-screen for PFM18AAP inhibitor project, biochemical, QFRET, fluorogenic peptide substrate; AID 1906, 2009; actives 0.49% (n = 300,000); recombinant F. hepatica cathepsin L1, Z-Leu-Arg-MCA fluorescence; inhibition, % at 5.96 µM;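 active means inhibition above the mean of all tested compounds plus 3 SD, set per screening campaign, cut at about 17% in these data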;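 further: 0% = plate median of test compound wells and 100% = 1 µM Z-Phe-Ala-diazomethylketone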
Active calls of the source: *; i = inactive; · = no result given.

SMILES	EBNA-1 inh	CR mimetic SO	ZTA DNA inh	PP1 counter	TPT1 inh	HCV core dimer	PP5 primary	JMJD2C inh	Fh CTSL1 inh
O=C(CCC(=O)Nc1ccccc1Cl)NNC(=O)Nc1cccc([N+](=O)[O-])c1	15	116	12	0	0	-5	0.9	-17	-12
CCOC(=O)c1cnn(-c2nc(-c3ccc(F)cc3)cs2)c1C(F)(F)F	7	104	4	1	0	-16	2.7	-1	6
O=C(Cn1c(=O)oc2ccccc21)NC(=O)NCc1ccccc1	10	97	15	2	-3	0	-2.0	1	-2
COc1cccc2c(Cl)c(CCCl)c(C)nc12	-12	99	5	-7	3	-5	-0.8	-9	-8
COc1ccc(C(=O)N2CCNC(=O)C2CC(=O)Nc2ccc(C)cc2)cc1 (configuration not stated)	5	112	5	-1	4	1	0.9	3	1
O=C(NC1CCCc2ccccc21)c1ccc(Br)cc1 (configuration not stated)	12	99	15	-2	0	-1	1.2	58*	0
CC1CC(C)CN(C(=O)c2cc(-c3ccccn3)nc3ccccc23)C1 (configuration not stated)	-7	97	-26	-3	-4	-4	1.0	-3	4
COc1ccccc1NC(=O)c1ccc(COc2ccccc2OC)cc1	-4	106	0	-4	2	1	-1.5	-6	-2
O=C(Nc1ccc(C(=O)N2CCCCC2)cc1)Nc1cccc(Cl)c1	-6	99	0	1	-5	4	3.2	-1	-1
Cc1ccc(-c2nc(SCC(N)=O)c(C#N)c3c2CCCC3)cc1	8	105	1	2	-1	13	0.3	0	1
Cc1ccc(C(=O)Nc2nc3c(s2)CCCC3)o1	-1	109	-14	4	-3	-2	2.0	-1	4
O=C(NC1CCCc2ccccc21)N[C@@H](Cc1ccccc1)C(=O)O (some centres not stated)	6	96	-3	-1	-2	2	-0.2	-22	2
CCOC(=O)c1cnc2ccc(OCC)cc2c1N1CCN(c2ccccc2)CC1	2	86	-14	2	-1	8	0.6	-10	5
Cc1nn(-c2ccccc2)c(C)c1C(=O)OC(C)C(=O)NC1CCCCC1C (configuration not stated)	·	92	-9	-4	·	·	1.0	-1	·
COC(=O)[C@@H](Cc1c[nH]c2ccccc12)NC(=O)CCC(=O)c1ccc(F)cc1	-7	66	10	-1	7	4	1.0	-11	-3

Reformatted with bars between the fields: part of the list above.
Compound | EBNA-1 inh | CR mimetic SO | ZTA DNA inh | PP1 counter | TPT1 inh | HCV core dimer | PP5 primary | JMJD2C inh | Fh CTSL1 inh
O=C(NC1CCCc2ccccc21)N[C@@H](Cc1ccccc1)C(=O)O (some centres not stated) | 6 | 96 | -3 | -1 | -2 | 2 | -0.2 | -22 | 2
CCOC(=O)c1cnc2ccc(OCC)cc2c1N1CCN(c2ccccc2)CC1 | 2 | 86 | -14 | 2 | -1 | 8 | 0.6 | -10 | 5

Continued.
SMILES	EBNA-1 inh	CR mimetic SO	ZTA DNA inh	PP1 counter	TPT1 inh	HCV core dimer	PP5 primary	JMJD2C inh	Fh CTSL1 inh
CC1C/C(=N\NC(=O)c2ccc([N+](=O)[O-])cc2)CC(C)(C)C1 (configuration not stated)	7	108	1	-2	1	-4	0.5	4	0
N#Cc1c(Cl)nsc1NCCN1CCOCC1	2	92	1	5	0	-5	2.3	-1	2
COc1ccc(C(C)(C)NC(=O)C2CCC(=O)N(C3CCCC3)C2)cc1OC (configuration not stated)	-4	116	-10	0	-2	-6	3.0	6	-1
O=C(CSc1nnc2c3ccccc3c3ccccc3c2n1)Nc1ccccc1	3	110	-7	-2	-1	0	4.0	-1	-3
N#Cc1c(-c2cccnc2)c2c([nH]c1=O)-c1ccccc1OC2	1	82	8	-3	-3	2	-4.2	31	5
CC(=O)c1ccc(OCCCC(=O)NNC(=O)c2ccccn2)cc1	·	80	1	-7	·	·	0.5	15	·
CCN1CC(CN(C)Cc2nc(-c3ccc(C(F)(F)F)cc3)oc2C)CC1=O (configuration not stated)	-2	104	-7	-1	-1	-2	2.3	-1	-5
COc1ccc(/C=N\NC(=O)c2ccc(=O)[nH]n2)cc1O	-9	104	-16	-4	2	-10	-1.4	-3	8
COc1ccc(O)c(-c2[nH]ncc2C(=O)c2cccc(C)c2)c1	-2	107	3	-1	-1	0	0.8	10	-2
O=C(COc1ccc2c(-c3ccccc3)cc(=O)oc2c1)N[C@@H](Cc1c[nH]c2ccc(O)cc12)C(=O)O	-10	101	-5	1	-2	-3	2.4	85	-1
O=[N+]([O-])c1cccc(-c2ccc3nnc(SCc4ccccn4)n3n2)c1	-6	111	9	-2	0	2	0.1	-10	-3
CC(=O)O[C@@H]1[C@@H](O)[C@@H](O)[C@H](Oc2c(-c3ccc(O)cc3)oc3c(CC=C(C)C)c(O)cc(O)c3c2=O)O[C@H]1C	-5	122	0	0	-3	-11	3.8	-3	1
COc1ccc(C(C(=O)NC2CCCCC2)N(CC2CCCO2)C(=O)C2COc3ccccc3O2)cc1OC (configuration not stated)	-6	116	-9	-1	-4	5	-1.1	-23	4
O=C(NC(Cc1ccccc1)C(=O)O)OCC1c2ccccc2-c2ccccc21 (configuration not stated)	8	102	-5	7	-2	-1	-0.3	12	3
O=C(N/N=C/c1ccc(-c2ccc(S(=O)(=O)Nc3ncccn3)cc2)o1)c1cc2ccccc2cc1O	32*	96	28	21*	-1	-37	3.1	18	2

Single values from the entries so far.
O=[N+]([O-])c1cccc(-c2ccc3nnc(SCc4ccccn4)n3n2)c1 in EBNA-1 inh: -6
COc1ccc(O)c(-c2[nH]ncc2C(=O)c2cccc(C)c2)c1 in EBNA-1 inh: -2
CC(=O)c1ccc(OCCCC(=O)NNC(=O)c2ccccn2)cc1 in CR mimetic SO: 80
COc1ccc(C(C)(C)NC(=O)C2CCC(=O)N(C3CCCC3)C2)cc1OC (configuration not stated) in ZTA DNA inh: -10
O=C(N/N=C/c1ccc(-c2ccc(S(=O)(=O)Nc3ncccn3)cc2)o1)c1cc2ccccc2cc1O in PP1 counter: 21*

Continued.
SMILES	EBNA-1 inh	CR mimetic SO	ZTA DNA inh	PP1 counter	TPT1 inh	HCV core dimer	PP5 primary	JMJD2C inh	Fh CTSL1 inh
OCC(O)/C=N/Nc1nc(Nc2ccccc2)nc(Nc2ccccc2)n1 (configuration not stated)	6	104	9	8	-2	-2	2.9	-5	-2
Cc1cc(NC(=O)c2ccc(Cl)c(S(=O)(=O)N3CCCCC3)c2)no1	20	99	11	0	2	17	-1.9	-16	2
Cc1cc(C(=O)N2CCCC(N3CCN(c4ccc(F)cc4)CC3)C2)no1 (configuration not stated)	5	104	9	-2	-1	2	-0.3	-7	-2
O=C(NC12CC3CC(CC(C3)C1)C2)c1ccco1	8	94	4	0	-2	1	-1.6	8	-5
O=C(Nc1ccccc1)C1=C[C@@H](c2ccc(Br)cc2)C[C@@H](OCc2ccc(CO)cc2)O1	1	·	-11	3	-1	2	2.5	-2	1
Cc1ccc(Nc2ncccc2C(=O)O)cc1C	1	102	1	3	0	-9	0.0	6	0
CC(C)OCC1Cn2c(nc3c2c(=O)n(C)c(=O)n3C)O1 (configuration not stated)	15	90	26	2	-8	0	1.2	-13	-1
Cc1ccc(-n2cc(CNCCc3ncc(C)[nH]3)c(-c3ccc(F)cc3)n2)cc1	-15	94	-23	8	-8	-8	3.6	0	1
COc1ccc(-n2ncc3c(N4CCc5ccccc54)ncnc32)cc1	7	85	0	-3	-2	8	1.0	7	5
O=C(Nc1ccc(Oc2ccccc2)cc1)C1CCCN(c2ncccn2)C1 (configuration not stated)	15	75	9	0	-4	4	-0.5	7	-1
O=C(/C=C/c1ccc(F)cc1)Nc1cccc(S(=O)(=O)Nc2cccc(C(F)(F)F)c2)c1	2	88	3	3	-4	8	5.8	-1	-3
O=C1CS/C(=C\[N+](=O)[O-])N1c1ccc(OC(F)(F)F)cc1	-12	104	-8	4	2	5	-1.1	3	-1
CCN(CC)S(=O)(=O)c1cc(NC(=O)C2CCN(c3ncnc4sc(C)c(C)c34)CC2)ccc1Cl	-3	90	-11	8	-3	6	3.2	-4	0
O=C(CSc1nnc2n1CCCN2C(=S)Nc1ccc(Cl)cc1)c1ccccc1	10	100	7	-4	3	4	-0.7	2	-4
Cc1noc(C)c1COC(=O)c1ccc2ccccc2n1	-4	112	-13	-4	0	-2	-3.3	1	-11
Cc1onc(-c2ccccc2)c1C(=O)Nc1sccc1C#N	13	114	7	2	83*	-2	-1.2	5	1
O=c1[nH]cnc2scc(-c3ccc(-c4ccccc4)cc3)c12	22	101	8	0	1	2	-2.3	16	1
CN(C(=O)c1ccc2c(c1)OCO2)C1CCS(=O)(=O)C1 (configuration not stated)	-11	101	1	-4	1	-4	0.0	20	5
CCc1ccc(C2=C/C(=C/c3cccnc3)C(=O)O2)cc1	-1	94	4	3	4	15	-0.5	-2	-12
CC(=O)Nc1ccc(NC(=O)CCCCCN2C(=O)c3ccccc3C2=O)cc1	9	i	-4	-4	2	-3	0.2	5	-2
O=[N+]([O-])c1ccccc1/C=C/C=N/n1c(-c2ccc(Cl)cc2)n[nH]c1=S	8	105	17	25*	-6	83*	2.4	34	-1
CCCc1cc(=O)oc2c(C)c(OCC(=O)Nc3ccc(CN4CCOCC4)cc3)ccc12	3	94	-3	2	1	7	2.9	2	-2
CC1CCc2sc(C(=O)N3CCN(c4ncccn4)CC3)cc2C1 (configuration not stated)	-6	107	1	1	0	4	-0.3	9	4
CC(C)CCN1CCN(Cc2cccc(C(F)(F)F)c2)CC1CCO (configuration not stated)	-1	90	-11	-4	-1	-5	-0.8	2	2
Cc1cc(Cl)ccc1Oc1ccc(C(N)=O)cc1[N+](=O)[O-]	-12	102	-7	3	-2	-9	3.5	-4	2
Cc1ccc(NC(=O)CN(C)S(=O)(=O)c2ccc3[nH]c(=O)oc3c2)c(C)c1	-7	101	-13	-2	3	-8	-1.2	9	1
Cc1ccc(NC(=S)NCC(O)c2ccccc2)c(C)c1 (configuration not stated)	8	109	-1	-1	3	-8	-2.5	5	3
CN1CCN(S(=O)(=O)c2ccc(Sc3nnnn3-c3ccccc3)c([N+](=O)[O-])c2)CC1	-16	111	-21	11	-3	-9	-4.6	6	0
N#Cc1c(SCC(=O)Nc2ccc(Cl)cc2Cl)sc2c(O)cc(=O)[nH]c12	0	91	3	9	-2	2	-1.5	3	2
Cc1ccc(-c2noc(CN(C(=O)C34CC5CC(CC(C5)C3)C4)C(C)C)n2)cc1	-1	77	-26	-1	-3	-5	1.3	17	-2
COc1ccccc1C(=O)Nc1sc2c(c1C(=O)NCc1ccco1)CCCC2	21	106	18	5	-2	53*	0.7	-2	2
Cc1ccc2c(CC(=O)NCCc3ccc(S(N)(=O)=O)cc3)coc2c1	-5	109	-14	-6	-3	-7	-0.5	1	-4
CC(=O)Nc1cccc(NC(=O)COC(=O)CO/N=C(\C)c2ccc3c(c2)OCO3)c1	-8	111	-14	1	-3	-14	3.4	4	-13
CCN(CC(=O)Nc1c(F)cccc1F)C(=O)C1CCN(C(=O)c2ccc(F)cc2)CC1	1	89	5	-4	1	0	-2.0	-1	1
COc1ccc(/C=C2\CCCC3C2=NC(=S)NC3c2ccc(OC)cc2)cc1 (configuration not stated)	11	98	4	12	-2	27	-0.6	-6	0
CCOc1ccc(N2C(=O)/C(=C/c3ccco3)N(C)C2=S)cc1	7	113	1	1	3	19	0.0	-1	0
COc1ccc2sc(SCCCS(=O)(=O)O)[n+](CCCS(=O)(=O)[O-])c2c1	-8	105	1	0	6	-11	-1.3	12	4
